GSIS activator: primary screen for activators of insulin secretion dependent on glucose, INS-1E cells, GLuc reporter luminescence. INS-1E GLuc reporter insulin secretion, 2-3 h. actives 0.61% (n = 370,000). activation, % at 16.6 µM;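 active = lowest replicate activation of at least 40%, so every replicate reaches that level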;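 also: 0% = median of neutral control wells and 100% = median of IBMX positive control wells; some compounds called inactive have numbers as strong as hits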
F508del corr: correctors of CFTR F508del function in bronchial epithelial cells | CFBE cells, YFP halide quenching; stimulated with forskolin plus potentiator P3; % fluorescence drop versus neutral controls | activity (quench increase), % at 7.58 µM | actives 0.36% (n = 350,000);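 active = mean added fluorescence quench of at least 8% versus neutral control, with both replicates also reaching 8%; inconclusive = only one of the mean or replicate conditions met; inactive = mean below 8% and not both replicates reaching 8%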;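 also: cells transiently co-express mutant CFTR-F508del with the halide-sensitive YFP; corrector assay measuring rescue of mutant channel to the surface after 24 h compound exposure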
DENV2 CPE: inhibitors of DENV2 cytopathic effect; DENV2-infected cells, cytopathic effect rescue, plate reader; CPE inhibition, % at 9.99 µM; actives 1.7% (n = 350,000); AID 651640; in the data active = CPE inhibition above about 20%, passing the limit was not always enough; inconclusive = no clear call, values can overlap the other calls; tested in BHK-21 cells;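 also: 0% = median of neutral control wells and 100% = median of positive control wells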
miR-122 sensor: blocks miR-122 activity in Huh7 sensor cells; Huh7 miR-122 Renilla luciferase sensor, 48 h; neutral wells = 0, positive control = 100; activation (reporter increase), % at 12.5 µM; actives 0.3% (n = 340,000); AID 602342;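 active = mean replicate activation score at least 90 and every replicate individually at or above 90; inconclusive = only one of the two criteria met; inactive = neither criterion met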;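 also: higher luciferase means less miR-122 activity so hits act as miR-122 inhibitors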
FN deposition inh: fibronectin deposition inhibition. AH1F fibroblasts, Alexa488-fibronectin deposition fluorescence, overnight. inhibition, % at 12.6 µM. actives 0.086% (n = 350,000). AID 743247;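 active = mean inhibition across replicates of 30% or more, regardless of how many single replicates reach that level; inconclusive = mean under 30% yet at least half of replicates reach 30%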;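 also: positive control wells lacked labelled fibronectin entirely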
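Schedule: 1 h cell adhesion before compound, then overnight fibronectin incubation; test system: AH1F fibroblast monolayer depositing Alexa488-labelled fibronectin into matrix; quantity: 10000 AH1F cells per well; probe or stimulus: fluorescent fibronectin at 24 nM final; signal: fluorescence, ex 485 nm, em 525 nm; evaluation: percent inhibition as loss of matrix-bound fibronectin fluorescence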
EWS-Fli block: EWS/Fli transcriptional activity inhibition; A673 NR0B1-luciferase reporter, viability-normalised; inhibition, % at 12.6 µM; actives 0.67% (n = 350,000); AID 651661;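 active = mean inhibition of at least 50% after viability correction, with every replicate also passing that limit; inconclusive = mean reaches 50% but only one of two replicates passes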;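 also: firefly luciferase signal divided by Alamar Blue viability fluorescence both relative to DMSO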
PAX8 reporter: PAX8 transcriptional activity inhibition | RMG-I TPO-luciferase reporter, SteadyGlo, 24 h | inhibition, % at 12.6 µM | actives 1.2% (n = 360,000);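 active = mean replicate inhibition at least 60% with every replicate also reaching 60%; inconclusive = only one of the two criteria is met; inactive = mean below 60% and not all replicates reaching 60%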;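 also: luciferase light reporting Pax8 driven TPO promoter activity; plate controls were median of neutral control wells for no effect and mitoxantrone controls for full effect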
* = called active by the depositor; ? = inconclusive; . = no result given; & = joins results of further samples; [ ] = remark or other dose. An unsorted share of the library (roughly 3.9% active in at least one column).

SMILES	GSIS activator	F508del corr	DENV2 CPE	miR-122 sensor	FN deposition inh	EWS-Fli block	PAX8 reporter
Cc1ccc(NS(=O)(=O)c2ccc(C(=O)N3CCN(S(=O)(=O)c4ccccc4)CC3)cc2)cc1	-29	-1.3	-4	-6	7	16	42
CCNC(=O)CC1SC(=Nc2ccc(Cl)cc2)N(CC)C1=O (centres undefined)	5	.	.	.	0	.	12
O=C(C1CCCCC1)N1CC(=O)N2[C@@H](CO)[C@@H](c3ccc(C#Cc4cccc(F)c4)cc3)[C@@H]2C1	-2	1.0	10	.	.	.	.
CSC[C@H](NC(=O)COc1cc2c(c3oc(=O)cc(C)c13)CCC(C)(C)O2)C(=O)O	7	0.7	3	-3	-1	10	-18
Cc1cnc(NC(=O)Nc2ccc(OCc3ccccc3)cc2)c(Br)c1	-42	2.8	-1	.	4	-7	-7
CNC[C@H](CC1CCCCC1)NC[C@H](CO)NCCc1cccc(C(F)(F)F)c1	-11	-2.8	-3	-11	1	61*	72*
O=C(NCc1ccco1)C1CC(c2c(Cl)cccc2Cl)=NO1 (centres undefined)	-19	0.6	2	-3	-2	-14	-19
COc1ccc2c3c(n(C)c2c1)[C@H](CO)N(C(C)=O)CC31CN(C(=O)c2cnccn2)C1	23	1.1	-1	.	.	9	.
O=C(COC(=O)c1ccc[nH]c1=O)NC1CCCCCCC1	10	-4.4	.	.	-3	3	-19
Cc1ccc(NC(=S)Nc2cccc3cnccc23)cc1C	-9	0.3	-6	-12	-16	-22	-29
O=C(C[C@@H]1CC[C@@H]2[C@H](COC[C@H](O)CN2C(=O)c2cnccn2)O1)N1CCN(c2ccccc2)CC1	-2	1.3	-3	1[16.7 µM]	-9	-1	3
CCN1CCN(C(c2cccs2)C(C)NS(=O)(=O)c2ccc(F)cc2)CC1 (centres undefined)	.	-1.3	16	.	1	0	5
CC1(C2CC2)NC(=O)N(CC(=O)Nc2ccccc2F)C1=O (centres undefined)	-9	-6.4	-2	-11	.	-9	4
C[C@@H](c1ccccc1)N1C[C@H](COCc2ccccc2)Oc2cc(N3CCC[C@H]3C(N)=O)ccc2S1(=O)=O	-27	-2.3	6	.	.	-2	-8
COc1ccc(NC(=O)Nc2ccc3c(c2)C(=O)N([C@H](C)CO)C[C@@H](C)[C@H](CN(C)C(=O)NC2CCCCC2)OCCCC[C@H](C)O3)cc1	2	-0.5	-1	-14[16.7 µM]	.	17	48
C[C@H]1CN([C@@H](C)CO)C(=O)c2cc(C#CCc3ccccc3)cnc2O[C@H]1CN(C)Cc1cccc(F)c1	-25	1.4	-6	-6[16.7 µM]	-11	19	.
O=C(c1ccc([N+](=O)[O-])cc1)N(Cc1ccc(Cl)cc1Cl)N1C(=O)CCCC1=O	16	.	.	6	2	.	.
Cc1ccc2[nH]cc(S(=O)(=O)c3ccc(C)c(C)c3)c(=O)c2c1	5	0.3	-2	.	4	-5	16
O=C(c1ccccc1)N1CC(=O)N2[C@@H](CO)[C@@H](c3ccc(C#Cc4ccccc4)cc3)[C@@H]2C1	-12	-1.4	1	.	.	.	.
CCOC(=O)N1CCN(C(=O)CSc2ccc(C(=O)OC)cc2[N+](=O)[O-])CC1	0	-1.7	18	-3	-1	2	-13
COc1ccccc1NS(=O)(=O)c1ccc2c(c1)N(C(C)=O)CC(C)S2 (centres undefined)	4	1.9	2	1	3	.	7
Cc1ccccc1Nc1c(-c2ccccc2)nc2ncccn12	.	1.7	1	.	-6	8	1
CCN(c1ccc(C)cc1C)S(=O)(=O)c1nnc(NC(=O)C(C)C)s1	-12	-0.5	8	-2	1	-3	-7
O=C(Nc1ccc(Cl)cc1Cl)N1CCN(c2ncccn2)CC1	-15	0.4	5	-15	3	-4	-12
O=C(CSc1ncnc2ccccc12)NC1CCS(=O)(=O)C1 (centres undefined)	9	-1.0	0	13	10	3	47
CNC(=O)c1cccc(NC(=O)c2ccccc2OCc2ccccc2)c1	13	-1.5	-2	.	-18	.	3
CCc1nc2c(OCc3c(C)noc3C)cccn2c1N(C=O)Cc1ccc(OC)cc1	7	0.2	?	-2	6	-5	-1
O=S(=O)(Nc1nc2ccccc2nc1N1CCc2ccccc2C1)c1ccc(Br)cc1	-31	.	.	.	-3	.	-12
Cc1cccnc1NC(=S)NCCc1ccccc1	-5	0.3	-5	-2	-3	-65	-151
COc1ccc(C(=O)NNC(=O)C23CC4CC(CC(C4)C2)C3)c(OC)c1	11	-2.3	1	16	-5	-12	-9

3 entries from above, sorted by their value in GSIS activator, high to low:
SMILES	GSIS activator	F508del corr	DENV2 CPE	miR-122 sensor
COc1ccc2c3c(n(C)c2c1)[C@H](CO)N(C(C)=O)CC31CN(C(=O)c2cnccn2)C1	23	1.1	-1	.
Cc1ccc2[nH]cc(S(=O)(=O)c3ccc(C)c(C)c3)c(=O)c2c1	5	0.3	-2	.
COc1ccccc1NS(=O)(=O)c1ccc2c(c1)N(C(C)=O)CC(C)S2 (centres undefined)	4	1.9	2	1

New compounds follow
SMILES	GSIS activator	F508del corr	DENV2 CPE	miR-122 sensor	FN deposition inh	EWS-Fli block	PAX8 reporter
CCOc1ccc(NC(=O)Cc2ccc(NC3=NC4CS(=O)(=O)CC4S3)cc2)cc1 (centres undefined)	17	-1.6	10	1	2	-10	-22
COc1ccc(NC(=O)N(C)C[C@H]2OCCCC[C@@H](C)Oc3ccc(NC(=O)NC4CCCCC4)cc3C(=O)N([C@H](C)CO)C[C@@H]2C)cc1	-11	-0.1	?	0[16.7 µM]	0	-7	-1
CC1CCCCC1N1CN=C(Nc2nc3ccccc3s2)NC1 (centres undefined)	29	.	.	2	1	.	.
CCCC(=O)Nc1ccc2c(c1)OC[C@H](C)N(S(=O)(=O)c1cn(C)cn1)C[C@@H](C)[C@@H](OC)CN(C)C2=O	2	0.6	-4	-14[16.7 µM]	4	-2	.
O=C(Cc1ccccc1[N+](=O)[O-])N1CCc2ccccc2C1	5	-1.4	-7	.	3	-13	-43
Cc1ccccc1N(CC(=O)NCCSCc1ccco1)S(C)(=O)=O	-2	4.3	6	.	.	11	.
C[C@@H]1CCCCO[C@H](CN(C)Cc2ccc(Cl)c(Cl)c2)[C@H](C)CN([C@@H](C)CO)C(=O)c2cc(NC(=O)Nc3ccc(F)cc3)ccc2O1	-10	-1.2&0.5	-9&-5	-13	.	4&2	75*
COc1ccc(-c2nn(-c3ccccc3)cc2/C=C2/SC(=S)N(CCC(=O)O)C2=O)c(C)c1	.	2.4	1	4	3	6	0
COc1ccc(N(CC(=O)NC2CCCC2)C(=O)Cn2nnc(-c3ccc(OC)c(OC)c3)n2)c(OC)c1	9	-0.1	-4	.	0	-3	7
FC(F)(F)c1ccc(-c2csc(-c3ccno3)n2)cc1	23	-1.0	5	1	-4	-43	-26
CCOC(=O)c1cc(-c2ccccc2)sc1NC(=O)CCN1C(=O)c2ccccc2C1=O	14	.	.	-8	-4	.	-14
O=C(c1ccco1)N1CCc2[nH]nc(-c3ccc(Cl)cc3)c2C1	1	-2.8	3	-3	5	1	-7
O=C1CCC(O)CCN1CCSc1ccccc1 (centres undefined)	7	2.0	-11	4	4	-48	-91
C[C@@H]1CCCCO[C@@H](CN(C)C(=O)CCCN(C)C)[C@@H](C)CN([C@@H](C)CO)C(=O)c2cc(NC(=O)Nc3ccc(C(F)(F)F)cc3)ccc2O1	14	0.7	-3	-8[16.7 µM]	.	0	5
CCOc1ccccc1C(=O)Nc1ccccc1C(N)=O	-10	.	.	0	-4	.	.

Some of these compounds in order of molar mass, descending.
SMILES	GSIS activator	F508del corr	DENV2 CPE	miR-122 sensor	FN deposition inh	EWS-Fli block	PAX8 reporter
COc1ccc(NC(=O)Nc2ccc3c(c2)C(=O)N([C@H](C)CO)C[C@@H](C)[C@H](CN(C)C(=O)NC2CCCCC2)OCCCC[C@H](C)O3)cc1	2	-0.5	-1	-14[16.7 µM]	.	17	48
C[C@@H](c1ccccc1)N1C[C@H](COCc2ccccc2)Oc2cc(N3CCC[C@H]3C(N)=O)ccc2S1(=O)=O	-27	-2.3	6	.	.	-2	-8
COc1ccc(N(CC(=O)NC2CCCC2)C(=O)Cn2nnc(-c3ccc(OC)c(OC)c3)n2)c(OC)c1	9	-0.1	-4	.	0	-3	7
CCOC(=O)c1cc(-c2ccccc2)sc1NC(=O)CCN1C(=O)c2ccccc2C1=O	14	.	.	-8	-4	.	-14
O=C(c1ccccc1)N1CC(=O)N2[C@@H](CO)[C@@H](c3ccc(C#Cc4ccccc4)cc3)[C@@H]2C1	-12	-1.4	1	.	.	.	.
COc1ccc2c3c(n(C)c2c1)[C@H](CO)N(C(C)=O)CC31CN(C(=O)c2cnccn2)C1	23	1.1	-1	.	.	9	.
CCN1CCN(C(c2cccs2)C(C)NS(=O)(=O)c2ccc(F)cc2)CC1 (centres undefined)	.	-1.3	16	.	1	0	5
O=C(NCc1ccco1)C1CC(c2c(Cl)cccc2Cl)=NO1 (centres undefined)	-19	0.6	2	-3	-2	-14	-19
O=C(CSc1ncnc2ccccc12)NC1CCS(=O)(=O)C1 (centres undefined)	9	-1.0	0	13	10	3	47
CC1CCCCC1N1CN=C(Nc2nc3ccccc3s2)NC1 (centres undefined)	29	.	.	2	1	.	.
O=C(c1ccco1)N1CCc2[nH]nc(-c3ccc(Cl)cc3)c2C1	1	-2.8	3	-3	5	1	-7
Cc1ccc2[nH]cc(S(=O)(=O)c3ccc(C)c(C)c3)c(=O)c2c1	5	0.3	-2	.	4	-5	16
O=C(COC(=O)c1ccc[nH]c1=O)NC1CCCCCCC1	10	-4.4	.	.	-3	3	-19
CC1(C2CC2)NC(=O)N(CC(=O)Nc2ccccc2F)C1=O (centres undefined)	-9	-6.4	-2	-11	.	-9	4
O=C(Cc1ccccc1[N+](=O)[O-])N1CCc2ccccc2C1	5	-1.4	-7	.	3	-13	-43
CCOc1ccccc1C(=O)Nc1ccccc1C(N)=O	-10	.	.	0	-4	.	.
Cc1cccnc1NC(=S)NCCc1ccccc1	-5	0.3	-5	-2	-3	-65	-151

The list continues:
SMILES	GSIS activator	F508del corr	DENV2 CPE	miR-122 sensor	FN deposition inh	EWS-Fli block	PAX8 reporter
Cc1ccc(NC(=O)CSc2nnnn2C)cc1S(=O)(=O)N1CCCCC1	-5	6.0	3	-1	1	-2	7
Nc1c(N(CCC2=CCCCC2)C(=O)Cc2ccccc2F)c(=O)[nH]c(=O)n1Cc1ccccc1	-13	-1.1	0	-11	5	4	-134
Cc1cn([C@H](C(=O)NCCCCCCCCCCC(=O)N2CCNCC2)[C@@H](C)O)nn1	20	0.5	-12	-2	-1	-16	-9
O=C(c1ccc(COc2ccccc2Br)o1)N1N=C(C(F)F)CC1(O)C(F)F (centres undefined)	-6	.	.	0	12	.	-7
CC(=O)NCCc1ccc(C(=O)Cn2cnc3ccccc3c2=O)cc1	-7	-1.5	-2	-2	9	-41	-43
O=C(C[C@H]1CC[C@H]2[C@@H](COC[C@@H](O)CN2Cc2cccc(C(F)(F)F)c2)O1)NCCc1ccccc1	-11	-2.4	26*	-5[16.7 µM]	12	5	16
O=C(COc1ccccc1)Nc1ccccc1N1CCN(c2ccc(F)cc2)CC1	-1	0.4	-1	0	.	6	.
